# Yeast eIF2B – GCN4-lacZ reporter reduction in eIF2B-epsilon mutant yeast, primary screen, S. cerevisiae, eIF2B-epsilon R284H, Beta-Glo luminescence. AID 688, 2007. 0.91% of 27,000 active. inhibition, % at 25 µM (by protocol);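 active = mutant luminescence inhibited past about 50% while wild type luminescence and mutant growth stay under set limits, limit read from the data; inconclusive = mutant versus wild type luminescence inhibition gap past a set limit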; note: some compounds called inactive have numbers as strong as hits
#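 Material: yeast eIF2B-epsilon R284H mutant carrying GCN4–beta-galactosidase fusion. Medium: YPD yeast growth medium. Incubation: 16 h growth with compound at 30 °C, 90 min Beta-Glo step. Signal: Beta-Glo luminescence plus absorbance at 595 nm. Evaluation: % inhibition of reporter signal and growth versus controls. Doses: 25 µM single dose.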
# Yeast tox – yeast growth toxicity, wild-type and mutant, primary screen, cytotoxicity control for eIF2B function restoration project, wild-type and eIF2Bepsilon R284H mutant, A595. S. cerevisiae wild-type growth, A595 turbidity, 16 h. growth inhibition, % at 25 µM (by protocol). 0.3% of 30,000 active. AID 685, 2007;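 active = mutant and wild-type yeast strains alike exhibit over 30% growth inhibition; inconclusive = a strain exceeds 50% while the second remains under 30%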;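 note: 0% = untreated cell controls and 100% = YPD media blanks without cells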
#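 Test system: Wild-type and eIF2Bepsilon-R284H mutant S. cerevisiae, screened separately | Dosing: Single 25 µM compound dose in 0.2% DMSO | Schedule: 16 h compound exposure during growth at 30 °C | Detection: A595 turbidity | Evaluation: Growth inhibition (%) versus cell controls and blanks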
# Yeast tox inhibition % – recorded beside Yeast tox, whose call it bears; growth inhibition, %; S. cerevisiae eIF2Bepsilon-R284H mutant growth, A595 turbidity, 16 h;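 each compound tested once at 25 µM; 0% equals untreated cells and 100% equals cell-free medium blanks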
# Yeast eIF2B mutant toxicity – second read-out of Yeast eIF2B, no call of its own (marks repeat the call); growth inhibition, %; measured here: mutant yeast growth, toxicity;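 each compound tested once at 25 µM; zero equals untreated control growth and 100 equals blank medium absorbance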
# Starred values were filed as active, the others as inactive; ? = inconclusive; . = no result given. Only part of the results is shown; the hit share may differ from the screen's.
# Results follow in this order: Yeast tox inhibition %	Yeast tox	Yeast eIF2B mutant toxicity	Yeast eIF2B
> O=C1C=C(c2ccccc2)OC2(CCCC2)O1
→ 26	2	26	20
> CC(=O)C1C(c2ccc3ncccc3c2)NC(=O)NC1(O)C(F)(F)F (configuration not stated)
→ 19	-5	19	-13
> COc1ccc(S(=O)(=O)CCC(=O)NC2CCCCC2)cc1
→ 21	1	21	45
> Brc1ccc(C2=CC(c3ccco3)n3ncnc3N2)cc1 (configuration not stated)
→ 18	2	18	19
> O=c1[nH]c2cccnc2n1Cc1ccccc1
→ 15	-3	.	.
> O=C(COc1ccc(S(=O)(=O)Nc2ccccc2)cc1)N1CCOCC1
→ -19	14	-19	-2
> CC(Oc1ccc(Cl)cc1Cl)C(=O)Nc1ccc(N2CCN(C)CC2)cc1 (configuration not stated)
→ 7	25	7	-2
> CCCC(C)C1C(C#N)=C(N)Oc2cc(C)oc(=O)c21 (configuration not stated)
→ .	.	.	-29
> COc1ccc2c(=O)c3c(=O)n(Cc4ccco4)c(-c4ccco4)nc3oc2c1
→ -15	-20	-15	-41
> O=C(O)c1ccc(Sc2nnc(-c3cccc(Br)c3)o2)c([N+](=O)[O-])c1
→ 8	30	8	17
> COc1ccc(-n2cnc3cc(N)ccc32)cc1
→ .	.	.	7
> COc1cccc(NC(=O)CSC2=C(C#N)C(c3ccco3)C3=C(CCCC3=O)N2)c1 (configuration not stated)
→ 17	10	17	18
> COC(=O)C1CCN(C(=O)/C=C/c2ccc(OC)cc2)CC1
→ 34	13	34	18
> CC1=CC(C)(C)Nc2ccc(OC(=O)CN3C(=O)C4CCCCC4C3=O)cc21 (configuration not stated)
→ 14	4	14	23
> COc1ccc(NS(=O)(=O)c2ccc(NS(=O)(=O)c3ccc(C)cc3)cc2)nn1
→ -14	-6	-14	-15
> CC1=CC(C)(C)N(C(=O)C(C)N2C(=O)c3ccccc3C2=O)c2ccc(C)cc21 (configuration not stated)
→ 25	5	25	18
> CCOC(=O)Cc1csc(NC(=O)CSc2nc(C)cc(=O)[nH]2)n1
→ 7	3	7	7
> CCOc1ccccc1NC(=O)Cc1ccccc1OC
→ -9	4	-9	-1
> Cc1nc2cc(-c3ccsc3-n3c(C)ccc3C)[nH]n2c(=O)c1Cl
→ 22	6	22	11
> CCCCCCC(=O)N(O)C1CC(=O)N(c2ccc(C)cc2)C1=O (configuration not stated)
→ .	?	90	75
> O=C(O)CCC(=O)Nc1nnc(C(F)(F)F)s1
→ -5	-3	-5	4
> CCOC(=O)CCCn1c(C)nc(=O)c(-c2ccccc2)c1C
→ 4	-10	4	26
> COC(=O)c1sc2nc(CSc3nc4ccc(C)cc4[nH]3)[nH]c(=O)c2c1C
→ 15	-2	.	.
> CC(C)n1cnc2cc(NCc3ccco3)ccc21
→ 0	1	.	-28
> CCOC(=O)c1ccc(Cn2c(-c3ccccc3)nnc2-c2ccccc2)o1
→ 4	-1	.	.
> [O-][n+]1onc2c3cc(-c4ccccc4)nnc3ccc21
→ -14	-2	-14	-17
> CC(=O)NCc1nc2ccccc2n1Cc1ccccc1F
→ -14	7	-14	23
> O=C(Nc1nnc(-c2ccccc2F)s1)C1CCCO1 (configuration not stated)
→ 35	17	35	-2
> CCN1C(=O)C2(C(C#N)=C(N)Oc3n[nH]c(-c4ccc(Cl)cc4)c32)c2ccccc21 (configuration not stated)
→ -30	-2	-30	32
> COc1ccc(OCC(=O)Nc2nc3ccccc3[nH]2)cc1
→ 11	7	.	.
> O=C(Oc1oc(-c2ccco2)nc1C=Nc1ccccc1)c1ccoc1
→ -39	-22	-39	38
> O=C(O)c1cc2c(ccc3ccccc32)oc1=O
→ 9	25	9	20
> CC(C)NC(=O)C(=O)NC1CCCCCC1
→ 22	34	22	22
> COc1ccc(CCNC(=O)CN(c2ccccc2)S(C)(=O)=O)cc1OC
→ 13	18	.	.
> Cc1nc2c(cnn2-c2ccccc2Cl)c(=O)n1-c1ccc(N2CCC(C)CC2)cc1
→ 8	5	8	12
> COc1cc2c(cc1OC)C(SC)=NC(C)(C)C2
→ .	.	.	0
> O=C(NCCN1CCCCC1)c1ccco1
→ .	.	.	10
> COc1ccccc1-n1cnnc1SCC(=O)NCc1cccs1
→ 14	28	.	.
> COC(=O)C1=C(C)NC2=C(C(=O)CCC2)C1c1ccccn1 (configuration not stated)
→ 4	41	4	19
> Cc1c(NC(=O)c2ccc(Cl)c(S(=O)(=O)N3CCOCC3)c2)c(=O)n(-c2ccccc2)n1C
→ -23	9	-23	17
> CCOC(=O)CNS(=O)(=O)c1c(C)noc1C
→ 7	1	7	5
> CCOC(=O)CN1C(=O)c2ccccc2C1=O
→ 15	8	.	.
> O=C(O)CN(c1ccccn1)S(=O)(=O)c1ccccc1
→ 22	10	22	23
> CC(NCc1ccc2c(c1)OCO2)C(=O)NC1CCCc2ccccc21 (configuration not stated)
→ 0	-5	.	8
> Cc1cc(-c2ccccc2)n2nc(C)c(C#N)c2n1
→ -11	-8	-11	-7
> O=C1NN(c2ccc(F)c(Cl)c2)C(=O)/C1=C\c1cccc(OC(=O)c2cccs2)c1
→ 20	14	.	.
> S=c1[nH]nc(-c2ccco2)n1Cc1ccccc1
→ -18	0	-18	5
> CCC(C)[C@H](NC(=O)NCc1ccc(Cl)cc1)C(=O)OC (some centres not stated)
→ 0	7	.	1
> COc1ccccc1C(=O)Nc1ccccc1N1CCOCC1
→ -9	-9	-9	14
> O=C(Nc1cccnc1)c1noc2c1CCCCC2
→ 3	2	3.5*	69*
> CCCN(CCC)C(C(=O)Nc1cccc(OC)c1)c1ccccc1 (configuration not stated)
→ -26	5	-26	25
> CCCC1C(c2ccccc2)C(C#N)(C#N)C2(C#N)CC1(N)NC2=O (configuration not stated)
→ -3	-3	-3	17
> Fc1ccccc1Cn1nnc2c(-n3ccnc3)ncnc21
→ -4	1	-4	29
> CCOC(=O)Cc1csc(NC(=O)CCc2ccc(S(=O)(=O)N3CCOCC3)cc2)n1
→ -32	4	.	57*
> COC(=O)c1ccc(NC(=O)CN(c2ccc(OC)cc2)S(C)(=O)=O)cc1
→ 4	4	4	19
> CCOC(=O)CSc1nc(C)c2cc(OC)ccc2n1
→ 15	11	.	.
> CC(C)CNC(=O)c1ccc(Cl)c(Cl)c1
→ -22	11	-22	10
> CN(C)CCOc1ncnc2c1oc1ccccc12
→ -2	41	-2	15
> CCOc1ccc(OCCN(C)Cc2ccccc2)cc1
→ -7	-5	.	.
> CCOC(=O)c1cnc2nc(C(F)(F)F)[nH]n2c1=O
→ 5	-16	.	.

# Going on with the list.
# Results follow in this order: Yeast tox inhibition %	Yeast tox	Yeast eIF2B mutant toxicity	Yeast eIF2B
> Nc1nc2n(n1)C(c1ccco1)CC(c1ccc(Cl)cc1Cl)N2 (configuration not stated)
→ -7	3	-7	21
> Cc1nc(=O)c(-c2ccccc2)c(C)n1-c1ccccc1O
→ -7	10	-7	2
> CCCCCCc1nc2ccccc2c(=O)n1N
→ 0	33	.	-18
> COc1ccc(-n2nnc3c(SCC(=O)NCC4CCCO4)ncnc32)cc1 (configuration not stated)
→ 8	21	8	30
> C=CCN(C(=O)CCC(=O)O)C1CC(=O)N(c2ccc(OC)cc2)C1=O (configuration not stated)
→ .	.	.	50*
> Cc1cc(Nc2ccc(Cl)cc2)n2nnnc2n1
→ 3	1	3	14
> Cc1ccc(-n2c3c(cc(C(=O)NC4CCSC4=O)c2=O)C(=O)CCC3)cc1 (configuration not stated)
→ -23	-7	-23	34
> CCN(CC)C(=O)C(Sc1ccccc1)c1ccccc1 (configuration not stated)
→ 5	25	5	-35
> COc1ccc(NC(=O)c2cc3c(-c4ccc(OC)c(OC)c4)nn(C)c3s2)cc1OC
→ 3	10	3	8
> Cc1cccc(N2CCN(C(=O)C3CCN(S(=O)(=O)c4cnc[nH]4)CC3)CC2)c1C
→ -7	15	-7	16
> COC(=O)C(O)(CC(=O)Nc1cc(Cl)ccc1Cl)C(F)(F)F (configuration not stated)
→ .	.	.	-15
> COc1ccc(S(=O)(=O)N2CCN(C(=O)c3cccc(Cl)c3)CC2)cc1
→ -3	-11	.	.
> CC1OC2C(OC1C)N(S(C)(=O)=O)CCN2S(C)(=O)=O (configuration not stated)
→ -5	7	-5	19
> NC(=O)c1oc2ccc(Cl)cc2c1N
→ 12	1	12	-42
> CC(C)(C)C(=O)Nc1ccc(Oc2ccc3c(c2)C(=O)N(c2ccc(O)cc2)C3=O)cc1
→ -19	-10	-19	8
> COC(=O)c1cccc(S(=O)(=O)N2CCOCC2)c1
→ 24	13	24	20
> CCOC(=O)N(Cc1ccccc1)C(C(=O)O)C(C(=O)O)N(Cc1ccccc1)C(=O)OCC (configuration not stated)
→ 0	-1	.	.
> CC12CCC(C(=O)NCc3cccnc3)(OC1=O)C2(C)C (configuration not stated)
→ 0	-1	.	-19
> CCCCN1C=C(C(=O)OC)C(c2ccccc2C(F)(F)F)C(C(=O)OC)=C1
→ 5	1	5	5
> CC(C)COC(=O)NCCCOC(=O)Nc1ccccc1
→ -22	16	-22	26
> N#Cc1nc(-c2ccc(OCc3ccccc3)cc2)oc1N1CCOCC1
→ 0	-5	.	16
> CCOC(=O)COc1cc2c(C(=O)OCC)c(C)oc2cc1Br
→ -55	-25	-55	10
> CC1(C)Cc2ccccc2-c2nnc(-c3ccccn3)n21
→ -5	25	-5	18
> COc1ccc(-c2nnc(SCC(=O)N3CCCc4ccccc43)o2)cc1OC
→ .	.	.	-45
> Cc1ccc(-n2c(SCC(=O)Nc3ccc4c(c3)OCO4)nnc2-c2ccccn2)cc1
→ -3	3	-3	-4
> O=C(CSc1nncn1-c1ccccc1)NCc1cccs1
→ 16	10	.	.
> CCOC(=O)CSc1nc2ccc(S(=O)(=O)N3CCOCC3)cc2[nH]1
→ -10	-1	-10	-11
> C=CCn1c(=O)c2ccccc2n2c(SCc3nc4ccccc4s3)nnc12
→ 18	13	.	.
> O=C1CCCN1CCCNc1ccc(S(=O)(=O)N2CCCCC2)cn1
→ -7	14	-7	19
> Cc1ccc2cccc(O)c2[n+]1[O-]
→ 2	7	2	9

# Arranged by count of non-hydrogen atoms (highest first): some entries from above
# Results follow in this order: Yeast tox inhibition %	Yeast tox	Yeast eIF2B mutant toxicity	Yeast eIF2B
> C=CCn1c(=O)c2ccccc2n2c(SCc3nc4ccccc4s3)nnc12
→ 18	13	.	.
> N#Cc1nc(-c2ccc(OCc3ccccc3)cc2)oc1N1CCOCC1
→ 0	-5	.	16
> O=C1CCCN1CCCNc1ccc(S(=O)(=O)N2CCCCC2)cn1
→ -7	14	-7	19
> COC(=O)c1cccc(S(=O)(=O)N2CCOCC2)c1
→ 24	13	24	20

# More results
# Results follow in this order: Yeast tox inhibition %	Yeast tox	Yeast eIF2B mutant toxicity	Yeast eIF2B
> NC(=O)c1cn(-c2ccccc2)nc1-c1cc2ccccc2oc1=O
→ 11	10	11	20
> CCn1c(C)c2c([n+]1CC)CC(C)(C)CC2=O
→ 7	-1	7	19
> O=C(C1CCN(S(=O)(=O)c2ccc3ccccc3c2)CC1)N1CCN(c2ncccn2)CC1
→ 0	-23	.	-3
> Cc1ccc(NC(=O)Nc2ncccc2C)cc1
→ 5	-32	5	-26
> CCCCc1nc2ccccc2c(NC(=O)CN(CC)CC)c1CCC
→ 11	9	.	.
> COCc1cc(C)nc2sc(C(=O)N3CCCC3)c(N)c12
→ -10	-17	-10	10
> CCC1=NC(c2ccccc2OC)N(O)C1(C)C (configuration not stated)
→ 5	1	5	7
> CCn1c(=O)n(CC(=O)NCc2ccccc2OC)c(=O)c2ccccc21
→ -15	16	-15	37
> O=C(CN1C(=O)NC2(CCCCCCC2)C1=O)N1CCc2ccccc2C1
→ -10	-49	-10	-9
> COc1cccc(CC2CC(=O)N(CCc3ccc4c(c3)OCO4)C2=O)c1 (configuration not stated)
→ -14	-5	-14	12
> COc1ccc(NC(=O)CSc2nc3c(c(=O)n2-c2ccc(F)cc2)SCC3)c(OC)c1
→ 6	6	6	9
> CSc1ccccc1C(=O)NCc1ccc2c(c1)OCO2
→ -10	-8	-10	8
> COc1cccc(/C=N/Nc2snc(SC)c2C#N)c1O
→ 1	-2	1	34
> O=C(Nc1ccc(C(=O)N2CCCC2)cc1)c1ccc2c(c1)OCO2
→ 11	13	.	.
> COc1ccccc1NC(=O)N1CCC(c2nc3cc(C)c(C)cc3[nH]2)CC1
→ -3	9	-3	-9
> CC(C)(C)c1cc(C(C)(C)C)cc(S(=O)(=O)CCc2ccccn2)c1
→ 15	5	15	13
> CCCCOC(=O)Nc1cccc(Cl)c1C
→ 15	-5	.	.
> Cc1nc2ccccc2n1S(=O)(=O)N(C)C
→ -3	-9	-3	32

# Three consecutive compounds already listed, quoted:
# Results follow in this order: Yeast tox inhibition %	Yeast tox	Yeast eIF2B mutant toxicity	Yeast eIF2B
> CC(C)(C)c1cc(C(C)(C)C)cc(S(=O)(=O)CCc2ccccn2)c1
→ 15	5	15	13
> CCCCOC(=O)Nc1cccc(Cl)c1C
→ 15	-5	.	.
> Cc1nc2ccccc2n1S(=O)(=O)N(C)C
→ -3	-9	-3	32

# From PubChem
